Screening results from PubChem.
NSD2 HMT inh: blocks human histone methyltransferase NSD2; O96028; NSD2 peptide methylation, AlphaScreen, 120 min; inhibition, % at 12.5 µM; 310,000 tested, 0.54% active; in the data active means inhibition above about 50%
SR-BI DiI-HDL act: enhances SR-BI lipid uptake from DiI-HDL; activation, % at 12.5 µM; 320,000 tested, 0.096% active; CHO ldlA[mSR-BI] cells, DiI-HDL uptake fluorescence, 3 h; 100 = double the neutral-control signal; AID 504775;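 active means mean replicate activation of at least 60% and every replicate at or above 60%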;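 further: 0% = median plate neutral-control signal and 100% = twice that signal; values of inactives mirror those of a sister screen read the other way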
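Test system: SR-BI-overexpressing, LDLR-lacking CHO cells. Measured by: DiI fluorescence, bottom read. Medium: Ham's F12 with 0.5% BSA, HEPES 25 mM, pH 7.4. Timing: 3 h uptake period with compound, 37 °C.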
SR-BI HDL uptake: inhibitors of mouse SR-BI mediated HDL lipid uptake | inhibition, % at 12.5 µM | 320,000 tested, 0.96% active | ldlA[mSR-BI] CHO cells, DiI-HDL uptake fluorescence, 3 h | Q61009;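 active means mean replicate inhibition of at least 70% and a set share of replicates each scoring 70 or more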;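 further: 0% = median of neutral control wells and 100% = median of positive control wells; values of inactives mirror those of a sister screen read the other way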
Pemphigus Ab inh: blocks pemphigus antibody binding to human desmoglein-3; DSG3-coupled beads, scFv-anti-DSG3-GFP binding, flow cytometry; active compounds read low; binding (percent of control), % at 10 µM; 310,000 tested, 0.48% active;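 active means binding more than 3 SD below its plate's average and above zero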;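 further: hits lower antibody fragment binding to DSG3; some compounds called inactive have numbers as strong as hits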
dFosB act: enhances mouse delta FosB homodimer DNA binding. purified delta FosB, TAMRA-CDK5 oligo fluorescence polarization; percent of positive-control signal above neutral wells. 340,000 tested, 0.99% active. P13346. activation, % at 25 µM;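 active means mean activation above about 17%, with every replicate also reaching it, limit read from the data, passing the limit was not always enough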;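 further: fluorescence polarization rise as delta FosB binds a TAMRA Cdk5 AP-1 oligo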
Target sequence (P13346 whole entry, looked up): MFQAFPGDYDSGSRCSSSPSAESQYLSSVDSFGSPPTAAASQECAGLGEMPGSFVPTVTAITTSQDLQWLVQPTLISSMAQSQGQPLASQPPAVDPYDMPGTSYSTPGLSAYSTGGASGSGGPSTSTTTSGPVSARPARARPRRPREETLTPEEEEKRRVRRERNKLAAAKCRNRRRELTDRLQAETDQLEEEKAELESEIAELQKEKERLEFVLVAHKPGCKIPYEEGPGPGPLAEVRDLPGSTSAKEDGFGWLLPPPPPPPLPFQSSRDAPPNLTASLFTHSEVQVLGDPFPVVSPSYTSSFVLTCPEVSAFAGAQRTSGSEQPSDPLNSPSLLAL
PKA-R2B act: PKA-R2B complex activation. AID 504700. activation, % at 11.4 µM. P22694+P31323. PKA-R2B holoenzyme dissociation, Cy5-IP20 fluorescence polarization; R2B truncated from residue 108, S112A mutant; 0% DMSO only, 100% 113 µM cGMP. 340,000 tested, 0.079% active;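 active means activation above a cutoff set at the mean over all compounds plus 3 SD, cut at about 18% in these data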;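 further: higher means more holoenzyme dissociation and a rise in polarization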
PKA-R1A activ: activators of PKA-R1A complex | 340,000 tested, 0.083% active | activation, % at 11.4 µM | P00514+P68181 | PKA-R1A dissociation, Cy5-IP20 fluorescence polarization; scaled: DMSO 0%, 113 µM cGMP 100%;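 active means percent activation above the mean of all tested compounds plus 3 SD, cut at about 19% in these data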;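 further: higher means more PKAc released from R1A so a rise in polarization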
Arr AP2 block: inhibitors of human beta-arrestin and AP2 interaction; FITC-arrestin peptide / GST-AP2 beads, flow cytometry; AP2 beta2 appendage carries R879A mutation; inhibition, % at 10 µM; 340,000 tested, 0.31% active; AID 504490;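 active means inhibition above a set limit, near 3 SD of compounds lacking own fluorescence, cut at about 54% in these data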;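 further: plate controls were DMSO wells for no effect and 5 µM unlabelled arrestin peptide for full effect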
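System: GST-AP2 R879A glutathione beads. Medium: PBS with 0.05% Tween 20 and 0.1% BSA. Also added: FITC-arrestin peptide, 50 nM. Incubation: 12 min plus 1 h, RT. Measured by: high-throughput flow cytometry of beads, ex 488, em 535 nm. Evaluation: percent drop in bead-associated FITC signal.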
MITF TRPM1 HTS: MITF TRPM1 promoter activation in melanoma cells | AID 588334 | SK-MEL-5 TRPM1-promoter luciferase, 24 h; % of positive control, neutral wells = 0 | activation, % at 12.5 µM | 300,000 tested, 0.75% active;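 active means mean activation of at least 80% with every replicate also reaching 80%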;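 further: 0% = neutral control wells and 100% = parthenolide positive control wells; values of inactives mirror those of a sister screen read the other way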
Mot1-301 SUMO: inhibitors of SUMOylation pathway: yeast Mot1-301 growth rescue; S. cerevisiae Mot1-301 growth rescue, ATP luminescence, 38.5C; percent above DMSO median, 100 means doubled; growth rescue, % at 18.8 µM; 320,000 tested, 1% active;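 active means every valid replicate shows activation above 250% relative to neutral control wells; inactive means the rest, any valid replicate at or below 250%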;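 further: OY570 slx delta 5 strain wells were the positive control but not used for scaling; some compounds called inactive have numbers as strong as hits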
CDK5 p35 inh: blocks human CDK5/p35 kinase activity | Q00535+Q15078 | Recombinant CDK5/p35, ADP-Glo luminescence, 60 min | inhibition, % at 10 µM | 330,000 tested, 0.01% active | AID 488839;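 active means highest replicate inhibition of at least 50% and at least 75% of replicates reaching 50%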;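 further: plate controls were DMSO neutral control for no effect and GW8510 at 10 µM for full effect; many of its hits are not listed in these tables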
Target sequence (Q00535 whole entry, looked up): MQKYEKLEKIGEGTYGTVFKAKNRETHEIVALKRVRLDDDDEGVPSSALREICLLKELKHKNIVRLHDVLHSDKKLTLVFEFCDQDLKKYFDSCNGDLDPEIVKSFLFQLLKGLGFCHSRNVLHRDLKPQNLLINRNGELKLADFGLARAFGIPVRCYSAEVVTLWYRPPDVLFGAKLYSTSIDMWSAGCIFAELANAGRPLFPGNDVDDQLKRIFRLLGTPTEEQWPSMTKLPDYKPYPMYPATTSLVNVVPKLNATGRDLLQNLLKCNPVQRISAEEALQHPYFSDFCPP
Target sequence (Q15078 whole entry, looked up): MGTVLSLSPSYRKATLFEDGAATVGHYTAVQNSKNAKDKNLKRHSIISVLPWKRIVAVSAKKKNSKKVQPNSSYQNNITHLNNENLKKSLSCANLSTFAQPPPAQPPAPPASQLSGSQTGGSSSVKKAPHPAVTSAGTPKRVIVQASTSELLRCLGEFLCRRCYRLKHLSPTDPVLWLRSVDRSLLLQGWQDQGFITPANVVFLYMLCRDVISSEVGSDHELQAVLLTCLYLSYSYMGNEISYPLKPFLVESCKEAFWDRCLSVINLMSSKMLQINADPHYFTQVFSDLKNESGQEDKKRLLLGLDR
Numbers without * were called inactive; . = no result given.

SMILES	NSD2 HMT inh	SR-BI DiI-HDL act	SR-BI HDL uptake	Pemphigus Ab inh	dFosB act	PKA-R2B act	PKA-R1A activ	Arr AP2 block	MITF TRPM1 HTS	Mot1-301 SUMO	CDK5 p35 inh
O=C(COC(=O)c1ccc(Cl)cc1)NCC1CCCCC1	5	-6	6	98	-2	-7	11	-4	20	21	-1.1
Oc1ccccc1CNn1cnnc1	0	10	-10	109	0	17	6	-29	1	32	-5.2
COc1ccc(C(=O)OCC[N+]2(C)CCOCC2)cc1	-3	18	-18	103	-2	-8	-9	-16	-1	.	1.9
Cc1cccc(C)c1NC(=O)C1(N2C(=O)CC2c2ccccc2)CCCCC1 (configuration not stated)	-2	22	-22	100	-9	-2	2	19	4	-25	-0.7
CCOC(=O)c1n[nH]n(-c2cc(Cl)cc(Cl)c2)c1=O	-2	8	-8	119	-2	0	-2	34	-4	-12	1.1
O=C(CNC(=O)c1ccccc1F)N/N=C/c1cccnc1	5	13	-13	95	-6	-5	-4	5	25	-2	.
CCCCCCCc1c(O)nc(SCCN(C)C)[nH]c1=O	6	272*	-272	99	2	1	6	-7	3	2	-0.2
COc1cccc(OCCn2cc(C(C)=O)c3ccccc32)c1	-3	-2	2	106	-6	-2	8	-11	.	-10	-0.9
O=C(COC(=O)CCc1nc2ccccc2s1)Nc1ncc(Cl)cc1Cl	.	22	-22	105	-6	0	-7	-6	-4	-2	-0.4
COc1cc2nc(/C=C/c3cc(OC)c(OC)c(OC)c3)sc2cc1SC	-8	-69	69	116	0	2	-10	-3	-3	22	-7.4
CC(=O)NC(CCS(C)(=O)=O)C(=O)Nc1ccccc1 (configuration not stated)	.	27	-27	101	6	-7	14	4	10	-12	-0.3
COc1ccc(C)cc1NC(=O)CCNC(=O)c1ccco1	5	-9	9	101	-2	-2	2	4	-1	-3	1.0
Cc1nnc(SCC(=O)Nc2nsc(-c3ccc(C(C)(C)C)cc3)n2)s1	.	16	-16	110	-14	-9	-14	29	.	12	-0.1
Cc1nc(SCC(=O)Nc2ccccn2)n[nH]1	5	16	-16	102	4	-9	2	1	3	5	-0.8
CC(C)(C)S(=O)(=O)N1C[C@@H]2C(=CC[C@H]3C(=O)N(c4ccccc4)C(=O)[C@@H]23)[C@@H]1CCO	.	-14	14	102	-6	3	-9	14	0	.	-2.5
COc1ccc(CCCc2nnc(SCC(=O)Nc3ccccc3F)o2)cc1	0	8	-8	104	-9	-3	7	9	-1	4	1.8
O=C(O)C1CC=CCC1C(=O)Nc1cccnc1 (configuration not stated)	-3	10	-10	112	7	-11	0	8	-4	-21	1.8
Nc1cc(N)nc(SCC(=O)NCC(=O)Nc2ccc(F)c(F)c2F)n1	-2	10	-10	132	2	-10	-9	-3	-1	2	-1.2
Cc1c(NC(=O)c2cc(C(C)C)on2)c(=O)n(-c2ccccc2)n1C	0	10	-10	99	5	-3	-2	-3	-4	13	0.4
CCOC(=O)C1CCCN(C(=O)c2cc3cc4ccc(OC)cc4nc3o2)C1 (configuration not stated)	17	15	-15	97	-26	8	0	6	8	147	-0.1
COc1ccc(OCc2nnc(SC(C)C(=O)Nc3ccc(N4CCOCC4)cc3)n2C)cc1 (configuration not stated)	-1	10	-10	96	-1	0	-5	-3	3	.	-1.3
O=C1CCC(C(=O)N2CCc3ccccc3C2)CN1CCCN1CCOCC1 (configuration not stated)	-1	7	-7	103	-5	-5	0	2	-13	-7	-3.2
Clc1cccc(NCc2ccccc2)n1	6	4	-4	112	-5	-3	-4	-9	6	20	2.5
O=[N+]([O-])c1cccc(S(=O)(=O)c2ccc(NCCO)c([N+](=O)[O-])c2)c1	9	0	0	103	-6	-1	-8	7	-4	13	-0.6
COc1ccc(OC)c(CCNC(=O)CN2C(=O)CCSc3ccccc32)c1	-1	-1	1	120	0	-18	10	-3	7	-22	-0.1
(next part)
SMILES	NSD2 HMT inh	SR-BI DiI-HDL act	SR-BI HDL uptake	Pemphigus Ab inh	dFosB act	PKA-R2B act	PKA-R1A activ	Arr AP2 block	MITF TRPM1 HTS	Mot1-301 SUMO	CDK5 p35 inh
O=[N+]([O-])c1cc(-n2cnnn2)ccc1N1CCC(Cc2ccccc2)CC1	2	-26	26	102	-4	-3	1	0	-7	14	0.4
O=C(CSc1ncn[nH]1)NCCc1ccc(Cl)cc1Cl	-3	.	.	104	0	-8	4	4	5	-2	0.4
S=c1[nH]nc(Cn2cnc3ccccc32)n1-c1ccccc1	.	-8	8	98	2	-9	0	-7	3	2	-0.3
O=C(NCc1ccncc1)C1CCN(S(=O)(=O)c2cccc(C(F)(F)F)c2)CC1	0	0	0	98	-2	3	4	25	4	.	0.4
COc1cccc2c(=O)n(CC(=O)Nc3ccc(F)cc3)ccc12	.	4	-4	101	-7	-2	-12	5	-18	2	-0.1
CC1(c2ccccc2)NC(=O)N(CC(=O)Nc2ccc3c(c2)CCC3)C1=O (configuration not stated)	-10	7	-7	92	-6	5	-4	-7	-12	3	1.1
COc1cccc(-n2c(N)c(-c3nc4ccccc4[nH]3)sc2=S)c1	3	-29	29	114	-3	2	-13	1	7	-9	0.2
S=C(NCc1ccccc1)Nc1cccc(Cl)c1	-5	-17	17	100	3	0	-7	13	0	-7	-0.2
O=C(CSc1ncccn1)NCc1ccc2c(c1)OCO2	-7	10	-10	92	0	0	-1	-10	-1	61	0.0
O=C(Nc1ccccc1C(=O)NCCc1ccc(O)cc1)c1ccco1	9	-23	23	108	-16	3	-3	10	14	-1	-0.5
O=C(NC1CC1)c1ccc2c(Cl)c3c(nc2c1)CCCC3	4	-23	23	83	-33	-2	8	0	71	93	1.8
O=C(Nc1sc2c(c1C(=O)O)CCCC2)C(=O)N1CCOCC1	-3	30	-30	98	-7	-1	-5	1	16	4	1.2
Cc1cc(NS(C)(=O)=O)c(=O)n(Cc2c(F)cccc2Cl)c1	-1	15	-15	110	0	9	6	20	.	-12	0.4
CNC(=O)c1cc(S(=O)(=O)N2CC(C)OC(C)C2)ccc1N1CCCCC1 (configuration not stated)	0	-3	3	.	-1	-13	-16	16	-2	.	1.0
Cc1cc(C)c(COCc2cc(/C=N/O)c(C)cc2C)cc1/C=N/O	.	-41	41	96	-6	-15	3	9	-3	-1	-0.3
CCOC(=O)c1sc2nc(CSc3ccccc3)nc(N3CCCN(C)CC3)c2c1C	14	-1	1	103	-13	-3	-13	-2	-17	-14	1.0
COCCCNC(=S)N/N=C/c1ccc(N(C)C)cc1	4	-27	27	103	-7	-7	1	12	38	-13	0.4
O=C(CNC(=O)c1ccco1)N/N=C/c1ccccc1[N+](=O)[O-]	1	21	-21	93	-6	-14	-9	2	-7	-2	0.0
COC(=O)c1ccc(N2C(=O)CC(N3CCC(O)(c4ccc(Br)cc4)CC3)C2=O)cc1 (configuration not stated)	.	-50	50	101	-3	-4	-3	-1	3	66	-0.3
CCN(CC)CC1(O)CCN(C(=O)c2ccc(Cl)c(Cl)c2)CC1	35	23	-23	93	-2	13	5	-5	-3	252	-4.0
O=C(COC(=O)CCSc1ccccc1)Nc1cc(F)ccc1F	-4	11	-11	91	-1	-6	-14	-15	26	1	-3.3
ON=C1c2ccccc2-c2cc(Br)ccc21	.	5	-5	102	-14	-1	-7	26	8	.	3.5
O=[N+]([O-])c1ccc(F)c(N=Cc2ccc(Br)s2)c1	-4	5	-5	102	3	9	8	-3	-1	127	0.3
Cc1ccc(CNc2nc3ccccc3n2C)cc1	-1	7	-7	107	7	-7	-7	3	.	-14	3.1
Cc1cc(CNC(=O)c2cc(COc3ccc(F)c(F)c3)on2)nn1C	-6	-14	14	97	-7	-8	-11	-5	86*	-6	0.7

3 entries already listed, sorted by heavy-atom count, lowest first.
SMILES	NSD2 HMT inh	SR-BI DiI-HDL act	SR-BI HDL uptake	Pemphigus Ab inh	dFosB act	PKA-R2B act	PKA-R1A activ	Arr AP2 block	MITF TRPM1 HTS	Mot1-301 SUMO	CDK5 p35 inh
O=C(NC1CC1)c1ccc2c(Cl)c3c(nc2c1)CCCC3	4	-23	23	83	-33	-2	8	0	71	93	1.8
S=c1[nH]nc(Cn2cnc3ccccc32)n1-c1ccccc1	.	-8	8	98	2	-9	0	-7	3	2	-0.3
O=C(COC(=O)CCSc1ccccc1)Nc1cc(F)ccc1F	-4	11	-11	91	-1	-6	-14	-15	26	1	-3.3

(continued)
SMILES	NSD2 HMT inh	SR-BI DiI-HDL act	SR-BI HDL uptake	Pemphigus Ab inh	dFosB act	PKA-R2B act	PKA-R1A activ	Arr AP2 block	MITF TRPM1 HTS	Mot1-301 SUMO	CDK5 p35 inh
CC1CCN(C(=O)CCc2ccc(S(=O)(=O)NC(C)C)cc2)CC1	0	-8	8	104	-3	-8	-10	28	0	21	13
CC[n+]1c(P(=O)([O-])c2ccccc2)[nH]c2ccccc21	-2	15	-15	.	-4	-5	21*	-4	12	12	-3.7
COc1ccc(C2(O)CC3CCC(C2)N3c2cc(C)nc(-c3ccccc3)n2)cc1 (configuration not stated)	.	-3	3	102	-1	0	4	-4	7	13	1.1
Cn1ccnc1/C(=N\NC(=O)c1ccccc1)c1cccc([N+](=O)[O-])c1	1	-12	12	114	-9	-3	2	5	14	8	-1.0
CCOC(=O)C1(CC2CCCCO2)CCN(Cc2cc3ccccc3[nH]2)CC1 (configuration not stated)	4	-6	6	110	-6	12	3	8	-20	-1	-0.9
COCCN=C1NN=C(c2ccc(C)c([N+](=O)[O-])c2)CS1	0	5	-5	103	-13	-18	-5	2	21	-12	0.1
O=C(O)c1cc2cccc(S(=O)(=O)N3CCCCC3)c2cc1O	-9	15	-15	102	1	6	-12	-2	8	3	0.7
CCN(c1ccccc1)c1nc(Cl)nc2c1cnn2C	0	-32	32	92	-8	-4	-3	13	-8	.	1.8
COc1ccccc1NC(=O)CSc1nccc(=O)[nH]1	1	31	-31	.	-4	-10	-2	3	-12	5	2.5
O=C(CSC(=S)N1CCOCC1)c1ccccc1	28	-13	13	119	0	-11	1	3	-6	-19	0.7
O=C(NC(=S)Nc1ccc2oc(=O)ccc2c1)c1ccco1	0	-14	14	103	-9	-6	0	36	.	-14	-3.4
O=C(NCC1CCCO1)c1ccccc1S(=O)(=O)c1ccc([N+](=O)[O-])cc1 (configuration not stated)	-6	12	-12	169	-2	-2	0	22	-12	26	2.8
OC1CCCN(C(=S)NCc2ccccc2)C1 (configuration not stated)	-6	14	-14	102	-4	3	2	-7	9	4	-1.7
CC(C)C(OC(=O)c1ccco1)C(=O)NC1CCCCC1 (configuration not stated)	1	19	-19	98	6	-12	-5	2	.	-6	0.5
